Pin1 inh: qHTS Assay to Find Inhibitors of Pin1. Peptidyl-prolyl cis-trans isomerase NIMA-interacting 1 (Homo sapiens), Q13526. Pin1 FP peptide displacement, HiFluor488, 10 min. Potency, µM (titrated, usually from 115 µM), inactives show at the top dose activity, negative = inhibition, actives largely listed as inhibitors. actives 0.009% (n = 390,000); active means well fitted inhibition curve with a large enough effect in the polarisation, with a control signal flat, not every such curve was filed as active; inconclusive means small, poorly fitted or top-dose-only effect, or effect the other way, or a change in a side signal; inactive means no such curve, though single readings can be large or run the other way; the % refers to the polarisation; further: potency means the concentration at half of the fitted maximal effect; on the % scale 0 is the no-effect control and ±100 the full control effect
HP1b chromo inh: HTS for Inhibitors of HP1-beta Chromodomain Interactions with Methylated Histone Tails | Chromobox protein homolog 1 (Homo sapiens), P83916 | AlphaScreen HP1-beta / biotin-H3K9me3 peptide binding | Potency, µM (titrated, usually from 114 µM), for inactives: at the highest dose activity change, negative = inhibition, most hits filed as inhibitors | actives 0.56% (n = 390,000); further: potency means the concentration at half of the fitted maximal effect; nearly all actives have a fitted effect of over 70% in size; inactives centre near 23
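Compound inhibition of the preformed complex between 50 nM HP1-beta and 50 nM biotinylated H3K9me3 peptide was read by AlphaScreen. Buffer was PBS pH 7.4 with 0.01% Tween-20. Incubations ran 30 min at room temperature, with 10 ug/mL donor/acceptor beads.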
BAZ2B inh: qHTS Assay for Inhibitors of BAZ2B. Bromodomain adjacent to zinc finger domain protein 2B (Homo sapiens), Q9UIF8. AlphaScreen BAZ2B-H3K14Ac peptide displacement. Potency, µM (highest dose often 114 µM), for the others: at the highest dose activity change, negative = inhibition, hits mostly inhibitors. actives 4.4% (n = 360,000). AID 504333, 2011; further: potency means the concentration at half of the fitted maximal effect; on the % scale 0 is the no-effect control and ±100 the full control effect; nearly all actives have a fitted effect of over 60% in size
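Multi-concentration screen (max 110 uM) measuring displacement of acetylated histone H3 peptide from BAZ2B by AlphaScreen, using 50 nM protein, 50 nM peptide and 10 ug/mL streptavidin donor plus Ni-chelate acceptor beads.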
G9a block: qHTS Assay for Inhibitors of Histone Lysine Methyltransferase G9a; actives 8.8% (n = 350,000); Histone-lysine N-methyltransferase EHMT2 (Homo sapiens), Q96KQ7; Potency, µM (series often up to 102 µM), without a hit: at the top dose activity, negative = inhibition, usual class: inhibitors; G9a H3K9 monomethylation, AlphaScreen, 2 h; further: potency means the concentration at half of the fitted maximal effect; on the % scale 0 is the no-effect control and ±100 the full control effect; nearly all actives have a fitted effect of over 75% in size
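Enzyme 20 nM + cpd, 15 min RT; add b-H3K9 pep 500 nM / SAM 20 uM; 2 h RT; anti-H3K9me1 Ab 0.5 ug/mL + SA donor / anti-rabbit acceptor beads 20 ug/mL each, 10 min; AlphaScreen read.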
PGK inhibitor: qHTS Assay to Find Inhibitors of Phosphoglycerate Kinase; PGK/GAPDH coupled, Kinase-Glo luminescence, 60 min; Potency, µM (series often up to 57.5 µM), without a hit: at the highest dose activity change, negative = inhibition, usual class: inhibitors; actives 0.043% (n = 380,000); AID 602233, 2012; further: potency means the concentration at half of the fitted maximal effect; on the % scale 0 is the no-effect control and ±100 the full control effect; nearly all actives have a fitted effect of over 60% in size
Target sequence (P07378 whole entry, looked up): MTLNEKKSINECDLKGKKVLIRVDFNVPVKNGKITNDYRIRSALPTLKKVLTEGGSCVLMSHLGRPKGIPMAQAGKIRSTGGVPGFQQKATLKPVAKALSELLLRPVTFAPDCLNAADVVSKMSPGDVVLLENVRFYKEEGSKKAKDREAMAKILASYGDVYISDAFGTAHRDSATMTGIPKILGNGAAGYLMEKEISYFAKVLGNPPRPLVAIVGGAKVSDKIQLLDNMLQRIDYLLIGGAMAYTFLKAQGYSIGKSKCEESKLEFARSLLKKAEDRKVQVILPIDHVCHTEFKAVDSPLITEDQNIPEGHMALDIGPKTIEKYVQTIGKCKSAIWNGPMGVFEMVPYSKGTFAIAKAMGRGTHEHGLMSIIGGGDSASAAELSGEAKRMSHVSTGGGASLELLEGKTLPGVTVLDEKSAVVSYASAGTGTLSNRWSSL
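Luminescent ATP detection (Kinase-Glo Plus) follows a 60-minute room-temperature incubation, with wells lacking PGK as controls. Buffer: 100 mM TEA (pH 7.6), 5 mM MgCl2, 0.01% Tween-20. Coupling enzyme GAPDH (100 nM final) supplies unstable 1,3-BPG in-well.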
ERG Ets-DNA blk: qHTS for Small Molecule Inhibitors of the ERG Ets/DNA interaction; actives 0.028% (n = 370,000); Transcriptional regulator ERG (Homo sapiens), P11308; Potency, µM (highest dose often 76.9 µM), for inactives: top-dose FP activity, negative = inhibition, actives largely listed as inhibitors; fluorescence polarization, His-ERG Ets domain / labelled DNA; active means well fitted inhibition curve with a large enough effect in the polarisation, with a control signal flat; inconclusive means small, poorly fitted or top-dose-only effect, or effect the other way, or a change in a side signal; inactive means no such curve, though single readings can be large or run the other way; the % refers to the polarisation;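 further: polarization taken with two DNA probes labelled with fluorescein and Texas red; potency means the concentration at half of the fitted maximal effect; % of control where 0% means no effect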
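His-tagged ERG Ets domain (1 uM in the protein solution; 300mM KCl, 50mM Tris-HCl, 1mM EDTA, 1mM DTT, pH 7.5) received compound, then a probe mix of 5 nM fluorescein-DNA and 100nM Texas-615-DNA. Fluorescence polarization was read for both dyes.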
JMJD2A Tudor inh: qHTS Assay for Inhibitors of JMJD2A-Tudor Domain; AID 504339, 2011; Lysine-specific demethylase 4A (Homo sapiens), O75164; AlphaScreen JMJD2A-Tudor / H3K4me3 peptide binding; actives 4.4% (n = 390,000); Potency, µM (top dose mostly 114 µM), inactives show at the highest dose activity change, negative = inhibition, actives largely listed as inhibitors; further: potency means the concentration at half of the fitted maximal effect; on the % scale 0 is the no-effect control and ±100 the full control effect; nearly all actives have a fitted effect of over 50% in size
GLS inh: qHTS for Inhibitors of Glutaminase (GLS); Glutaminase kidney isoform, mitochondrial (Homo sapiens), O94925; GLS enzymatic activity, qHTS titration; Potency, µM (top dose mostly 45.5 µM), inactives show top-dose activity change, negative = inhibition, most hits filed as inhibitors; actives 0.21% (n = 410,000); further: potency means the concentration at half of the fitted maximal effect; on the % scale 0 is the no-effect control and ±100 the full control effect
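Compounds were pin-transferred onto hKGA, after which L-glutamine (1 mM solution) and a detection mix of glutamate oxidase, HRP and Amplex Red were added. Initial and 30 min RT fluorescence reads were collected.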
PI4K2A inh: qHTS for small molecular inhibitors of PI4K2A | purified PI4K2A, ADP-Glo luminescence, 1 h; active compounds read low | activity change, negative = inhibition, % at 76.9 µM | actives 0.13% (n = 420,000) | AID 1346378, 2018; in the data active means activity change below about -50%; inconclusive means mostly about -30% to -49%;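 further: -100% = wells without enzyme as full effect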
Target sequence (Q9BTU6 whole entry, looked up): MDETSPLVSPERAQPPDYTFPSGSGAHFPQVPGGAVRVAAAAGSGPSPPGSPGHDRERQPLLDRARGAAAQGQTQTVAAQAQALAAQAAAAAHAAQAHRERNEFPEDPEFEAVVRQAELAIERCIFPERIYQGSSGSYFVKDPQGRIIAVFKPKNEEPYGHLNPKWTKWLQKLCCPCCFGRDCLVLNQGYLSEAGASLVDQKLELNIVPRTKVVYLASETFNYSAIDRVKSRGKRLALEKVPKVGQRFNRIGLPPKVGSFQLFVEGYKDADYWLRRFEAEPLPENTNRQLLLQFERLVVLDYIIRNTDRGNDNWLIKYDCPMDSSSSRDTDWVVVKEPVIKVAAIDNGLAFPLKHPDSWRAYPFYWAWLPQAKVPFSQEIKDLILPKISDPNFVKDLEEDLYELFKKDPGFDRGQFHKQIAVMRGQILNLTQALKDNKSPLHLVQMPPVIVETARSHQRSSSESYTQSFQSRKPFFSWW
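Compounds are screened against recombinant PI4K2A using PI as substrate and ATP, the latter dispensed at 300 microM. Reactions run one hour at ambient temperature before ADP-Glo detection; full inhibition defined by wells lacking enzyme.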
* = called active by the depositor; i = inactive; ? = inconclusive; . = no result given; & = joins results of further samples; [ ] = remark or other dose. Unless noted, the call rests on the fitted dose curve; in most records, active means well fitted curve in the direction sought with a large enough effect; inconclusive means small, poorly fitted or top-dose-only effect, or another doubt; inactive means no such curve, though single readings can be large; an effect the other way counts as inactive or inconclusive.

SMILES	Pin1 inh	HP1b chromo inh	BAZ2B inh	G9a block	PGK inhibitor	ERG Ets-DNA blk	JMJD2A Tudor inh	GLS inh	PI4K2A inh
COc1ccc(CCN(C)C(=O)c2ccc(OCC(=O)N3CCOCC3)c(OC)c2)cc1OC	-4%	18%	-17%	3%	-8%	8%	-13%	1%	-2
CCC(=O)Nc1cccc(C(=O)N(Cc2ccccc2)Cc2ccccc2)c1	-10%	22%	-3%	-3%[59 µM]	-6%	-1%	-24%	-1%	0
CN1CCN(CCCNC(=O)C2CCN(c3nnc(-n4cccc4)s3)CC2)CC1	0%	0%	-1%	?	-3%	5%	-16%	0%	-2
O=C(NCc1ccccc1Br)C1CCCO1 (centres undefined)	-1%	27%	0%	.	1%	-5%	9%	0%	0
C=C(CC[C@@H](O)C(C)(C)O)[C@H]1CC[C@]2(C)[C@@H]1CCC1[C@@]3(C)CCC(=O)C(C)(C)C3CC[C@]12C (some centres undefined)	?	17%	.	.	2%	-14%	-13%	-4%	7
CCCCNc1c(-c2ccc(OC)c(SC(C)CC)c2)nc2ccc(Cl)cn12 (centres undefined)	-9%	47%[activator]	.	.	-2%	-10%	-29%	18%	-1
O=C(N/N=C/C(Cl)=C\c1ccccc1)c1ccco1	-9%	15%	-11%	.	-2%	-9%	-6%	-1%	8
N#CCCS(=O)(=O)c1ccc(N)cc1	4%	14%	4%	6%[59 µM]	-6%	-10%	4%	-2%	-4
COc1ccc(-c2nc(CS(=O)CC(=O)NCc3ccccn3)c(C)o2)cc1 (centres undefined)	?	31%	-2%	?	-2%	35µM*	-11%	-1%	-3
CCOC(=O)c1cnc2c(cnn2C)c1NCc1ccc(OC)cc1	12%	36%	-12%	5%	-15%	-1%	-3%	-14%	4
COc1ccc(C/C(N)=N/O)cc1	-3%	21%	-2%	12%	i	4%	-11%[57.1 µM]	18%	-2
CC1CN(C(=O)Cn2cc(S(=O)(=O)CC(=O)N3CCOCC3)c3ccccc32)CC(C)O1 (centres undefined)	4%	47%[activator]	-7%	.	8%	-3%	-2%	-1%	-3
Nc1nc(SCc2ccccc2)c2[nH]cnc2n1	-10%&-7%	26%	3%	5%	.	-1%	-18%	-2%	1
CC(C)Oc1ccc(/C(O)=C2/C(=O)C(=O)N(CCN3CCNCC3)C2c2cccc([N+](=O)[O-])c2)cc1 (centres undefined)	2%	48%[activator]	-25%	?	i	-8%	-26%	3%	0
COCCCNC(=S)Nc1cc2oc3ccccc3c2cc1OC	1%	35%	?	29%	7%	2%	-23%	10%	-16
CCN(Cc1ccncc1)C(=O)CCc1nnc(CCc2ccccc2OC)o1	-4%	64%[activator]	-17%	21%	.	-3%	-12%	-12%	3
COc1ccc(NC(=O)CSc2nc3c(c(=O)[nH]2)CCC3)cc1	-2%	27%	-10%	-7%[59 µM]	.	-2%	-7%	1%	-8
CC(Oc1cccc(Cl)c1)C(=O)Nc1cc(Cl)ccc1N1CCOCC1 (centres undefined)	4%	73%[activator]	24%	1%[0.501 µM]	-10%	-14%	35%	-3%	-6
COCCNC(=S)N(CCc1c(C)[nH]c2ccc(F)cc12)Cc1cccs1	1%	-8%	.	?	-5%	1%	?	9%	1
CN(C)Cc1c(C(=O)N/N=C/c2cccnc2)nnn1-c1nonc1N	8%	61%[activator]	1%	5%[0.0925 µM]	6%	3%	-10%	11%	1
Cc1cccc(Cn2cnc3c(cnn3-c3ccc(Cl)cc3)c2=O)c1	0%	33%	-2%	4%[59 µM]	i	-1%	-1%	-3%	2
CCCNc1nc(Nc2ccc(C)c(Cl)c2)c2cnn(C)c2n1	-1%	19%	4%	-4%	-2%	4%	-25%	1%	11
O=C(C1CC1)N1CCN(c2ccnc3cc(Cl)ccc23)CC1	-3%	24%	-16%	-3%	-7%	-2%	-6%	-4%	1
Cc1cc(NS(=O)(=O)c2ccc(NC(=O)COc3c(C)ccc(C)c3C)cc2)nc(C)n1	-1%	46%[activator]	-9%	?	6%	-1%	-4%	1%	-4
O=C(Nc1ccccc1C(F)(F)F)c1ccccc1Br	1%	17%	-1%	4%	-3%	-1%	-9%	5%	-3
COc1cccc(N2CCN(c3nc(C)cc(=O)[nH]3)CC2)c1	-1%	12%	5%	4%	-4%	0%	-7%	22%	-1
CCC(=O)N1CCc2cc(CNC(=O)c3ccc(C#N)cc3)ccc21	5%	9%	-3%	?	i	2%	-17%	-8%	1
N#Cc1ccccc1OCC(=O)N1N=C(c2cccs2)CC1c1ccco1 (centres undefined)	38%[activator]	13%	-5%	-7%[12.7 µM]	-2%	-5%	-29%	3%	0
CNC(=S)N(Cc1cccs1)Cc1cc2cc(OC)ccc2[nH]c1=O	1%	20%	5%	-9%	-2%	-7%	-10%	6%	-5
COc1ccc(NC(=O)CSc2nnc3ccc(-c4cccnc4)nn23)cc1OC	0%	29%	3%	5%[0.501 µM]	-1%	0%	-16%	-3%	-13
COc1ccc(OC)c(NC(=O)c2nnn(CC(=O)Nc3ccc(C(C)C)cc3)c2N)c1	-3%	20%	5%[57.1 µM]	-36%[59 µM]	-1%	1%	-20%	4%	2
Nc1nc2ccccc2n1C(=O)c1ccccc1	-1%	36%	79µM*	.	-28%	8%	-11%	0%	-10
Nc1csnc1C(=O)O	-7%	14%	?	32µM*	-2%	2%	20µM*	1%	-2
Cc1ccc(/C=N/NC(=O)CSc2nnc(-c3ccccc3)n2-c2ccc(Cl)cc2)o1	-8%	-11%	?	45µM*	-9%	-24%	-34%	-5%	3
CC(C)(C)OC(=O)NCc1ccc(NC(=O)c2nc[nH]c2C(=O)NCCNC(=O)c2[nH]cnc2C(=O)Nc2ccc(CNC(=O)OC(C)(C)C)cc2)cc1	?	9%	.	.	-2%	2%	-26%	0%	0
COc1ccc(C2(C)NC(=O)N(CC(=O)NCc3ccccc3)C2=O)cc1OC (centres undefined)	0%	-20%	4%	43%[activator]	-5%	3%	-14%	3%	1
COc1ccc(C(=O)Nn2c(C)nc3ccccc3c2=O)cc1OC	6%	20%	-1%	10%	.	-8%	-2%	7%	0
CC(=O)Cc1nsc(Nc2cccc(C)c2)n1	2%	36%[activator]	-13%	-47%	-1%	0%	-12%	-16%	7
CCCOC(=O)c1c(NC(=O)CSc2nc(-c3ccco3)cc(C(F)(F)F)n2)sc(C(=O)OC)c1C	-2%	26%	17%	-3%	-5%	-14%	-3%	-7%	2
COc1ccc(CNC(=O)N2CCN(S(=O)(=O)c3ccccc3)CC2)cc1	3%	90%[activator]	6%	13%	-4%	0%	?	4%	1
CC(C)(C)c1csc(NC(=O)c2ccccc2O)n1	2%	16%	-3%	.	3%	5%	-28%	3%	-1
CCC(=O)N1c2ccccc2NC2=C(C(=O)CCC2)C1c1ccc(N(C)C)cc1 (centres undefined)	5%	40%[activator]	-5%	50µM*	-3%	-1%	-19%	21%	-4
CN(CCO)c1cnccn1	2%	11%	-19%	6%	i	9%	-14%	6%	1
COc1ccc(CNS(=O)(=O)c2cc3c4c(c2)CCN4C(=O)CC3)cc1	-1%&-9%	33%&8%	?	-10%	-5%	3%&4%	-6%&1%	-10%&-13%	-1&1
CN(C)c1ccc(NC(=O)N2CCOCC2)cc1	3%	-12%	?	4µM*	-4%	12%	?	20%	-16
Nc1[nH]n2c(=O)cc(-c3ccccc3)nc2c1N=Nc1ccc(S(N)(=O)=O)cc1	?	-14%	?	35µM*	2%	29%	?	20%	1
CCOc1ccc(-n2c(Cc3ccccc3)nnc2SCc2nc(-c3ccccc3C)no2)cc1	5%	24%	-5%	-33%[59 µM]	10%	9%	-14%	7%	-7
N#CCCN(C(=O)CSc1nc2nc(-c3cccs3)cc(C(F)(F)F)c2c(=O)[nH]1)c1ccccc1	1%	18%	0%	?	-5%	1%	-9%	?	-10
COc1ccc(-c2nc(CCNC(=O)c3ccccc3)cs2)cc1OC	-1%	28%[57 µM]	-1%	5%[59 µM]	-3%	2%	-1%	6%	1
COc1cccc2c1OCC(C(=O)Nc1nccs1)=C2	-1%	41%[activator]	-28%	?	.	5%	-16%	0%	-3
Cc1c(N=Cc2c(O)n(Cc3ccco3)c(=O)c3ccccc23)c(=O)n(-c2ccccc2)n1C	?	27%	-25%&1%	?	i	.	-15%	-10%	0
Cc1ccc(C(=O)O/N=C(\N)c2ccccn2)c(Cl)c1	-9%	37%	7%	.	?	7%	8%	-2%	-70*

Bioassay records as filed in PubChem BioAssay.
